HEK293 tox: cytotoxicity in counter-screen for GLP-1R inverse agonists | HEK293 cAMP-luciferase reporter cells, luminescence, 24 h | Potency, µM (series often up to 38.3 µM), inactives show top-dose activity change, negative = inhibition, usual class: inhibitors | actives 0.13% (n = 410,000);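 further: loss of luciferase light is scored as toxicity; on the % scale 0 is the no-effect control and ±100 the full control effect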
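Here, cytotoxicity is scored as loss of luminescence. The MLSMR collection was tested on cells seeded in medium containing 10% Nu serum, with a 24 hr compound exposure preceded by 12 hours of culture.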
KB-V1 cytotox: kills drug-selected multidrug resistant KB-V1 cells; KB-V1 MDR cells viability, CellTiter-Glo, 72 h; Potency, µM (highest dose often 46.1 µM), inactives show at the top dose activity change, negative = cytotoxicity, usual class: cytotoxic; actives 3.4% (n = 400,000); further: on the % scale 0 is the no-effect control and ±100 the full control effect; nearly all actives have a fitted effect of over 60% in size
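In this primary screen, KB-V1 cells overexpressing P-gp are incubated with library compounds (lowest to highest concentration) for 72 h at 37 degrees C before a luminescent ATP viability read.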
GLP1R ag: agonists of human GLP-1 receptor | P43220 | HEK293 GLP-1R CRE-luciferase, luminescence, 4-6 h; cells express a hypersensitive GLP-1R form | Potency, µM (highest dose often 45.6 µM), without a hit: top-dose activation, hits mostly activators | actives 0.007% (n = 380,000); further: % of control where 0% means no effect
Target sequence (P43220 whole entry, looked up): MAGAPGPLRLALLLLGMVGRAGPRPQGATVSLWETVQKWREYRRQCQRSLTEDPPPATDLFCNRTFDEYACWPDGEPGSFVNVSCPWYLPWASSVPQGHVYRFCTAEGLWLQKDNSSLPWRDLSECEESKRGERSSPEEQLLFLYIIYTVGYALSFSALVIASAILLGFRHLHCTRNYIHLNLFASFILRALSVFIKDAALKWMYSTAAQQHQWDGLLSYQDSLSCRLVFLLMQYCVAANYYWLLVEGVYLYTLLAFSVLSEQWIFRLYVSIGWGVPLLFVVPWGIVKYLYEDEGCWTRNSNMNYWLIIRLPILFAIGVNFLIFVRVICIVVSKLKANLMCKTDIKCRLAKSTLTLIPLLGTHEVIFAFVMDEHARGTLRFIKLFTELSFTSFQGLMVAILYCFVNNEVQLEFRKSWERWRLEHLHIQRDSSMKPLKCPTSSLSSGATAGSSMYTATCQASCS
SW480 rerep: inducers of DNA re-replication in SW480 colon cancer cells. actives 1.8% (n = 340,000). Potency, µM (doses to about 46.1 µM), for the others: top-dose re-replication activation, hits mostly activators. SW480 DNA re-replication, Hoechst DNA content imaging, 48 h; further: % of control where 0% means no effect; nearly all actives have a fitted effect of over 55% in size
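Cells (250 per well) received 23 nL compound or DMSO by pin tool and were kept 48 hr at 37 C, 5% CO2. Nuclei were then stained with Hoechst for 40 min and scanned for DNA content.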
TDP-43 yeast inh: rescues yeast growth from TDP-43 toxicity; actives 1.8% (n = 410,000); Potency, µM (top dose mostly 46.1 µM), without a hit: at the highest dose growth rescue (activation), actives largely listed as activators; TDP-43 expressing yeast growth rescue, BacTiter-Glo, 24 h; further: % of control where 0% means no effect; nearly all actives have a fitted effect of over 50% in size
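Readout is BacTiter-Glo luminescence of cell growth, so inhibitors register as activators. TDP-43-expressing yeast at OD600=0.02 in galactose medium, after raffinose pregrowth to mid-log, were incubated with compound for 24 hr at 30 deg C.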
KB-3-1 tox: KB-3-1 parental cell cytotoxicity. Potency, µM (titrated, usually from 46.1 µM), for the others: top-dose activity change, negative = cytotoxic, most hits filed as cytotoxic. AID 1347075. actives 1.4% (n = 400,000). KB-3-1 viability, CellTiter-Glo ATP luminescence, 72 h; further: on the % scale 0 is the no-effect control and ±100 the full control effect; nearly all actives have a fitted effect of over 60% in size
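Parental KB-3-1 viability, qHTS format: 72 h compound exposure, 37 °C; CellTiter-Glo; media-only wells and DMSO plates as controls; concentration-effect fits on corrected data.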
HT1080NT lethal: kills 2HG-producing HT-1080-NT fibrosarcoma cells | HT-1080-NT fibrosarcoma viability, CellTiter-Glo ATP luminescence, 48 h | Potency, µM (doses to about 46.1 µM), for the others: at the top dose activity, negative = less viability, usual class: cytotoxic | actives 1.6% (n = 360,000);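 further: NT is the 2HG producing partner of a matched IDH1 knockdown line; 0% = DMSO-treated cells and -100% = media-only wells without cells; nearly all actives have a fitted effect of over 55% in size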
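750 cells/well, RPMI + 5% FBS; 2 h settle, compound pin-transfer, 48 h at 37 degrees C. CellTiter-Glo 10 min RT, luminescence. Normalized to DMSO and media-only wells.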
GLP-1R inv ag: inverse agonists of human GLP-1 receptor; P43220; HEK293 GLP-1R CRE-luciferase, luminescence, 24 h; GLP-1R form is constitutively active; Potency, µM (titrated, usually from 38.3 µM), for inactives: at the highest dose activity change, negative = inhibition, actives largely listed as inhibitors; actives 1.6% (n = 410,000); AID 624417; further: on the % scale 0 is the no-effect control and ±100 the full control effect; nearly all actives have a fitted effect of over 55% in size
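qHTS in 1536-well format: reporter HEK293 cells expressing constitutive GLP-1R activity in DMEM + 10% Nu serum, 24 hr with compounds at 37 deg C, luminescence read after 12 min with detection reagent.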
HT1080 IDH1KD tx: kills HT-1080 cells with IDH1 knockdown | Potency, µM (doses to about 46.1 µM), for the others: top-dose activity, negative = toxicity, usual class: cytotoxic | actives 2% (n = 360,000) | HT-1080 IDH1 knockdown viability, ATP luminescence, 48 h;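 further: 0% = DMSO wells and -100% = cell-free medium wells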
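HT-1080-IDH1KD cells (IDH1 knocked down), 750/well in RPMI with 5% FBS, treated with compound 48 h at 37 degrees C. Viability by CellTiter-Glo luminescence, normalised to DMSO and no-cell wells; concentration-response curves classed.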
The depositor's hits bear a star; ? = inconclusive; · = not tested or not shown; & = joins results of further samples; [ ] = another dose, or the depositor's remark. The call rests on the fitted dose curve; in most records, active means well fitted curve in the direction sought with a large enough effect; inconclusive means small, poorly fitted or top-dose-only effect, or another doubt; inactive means no such curve, though single readings can be large; an effect the other way counts as inactive or inconclusive. Potency means the concentration at half of the fitted maximal effect. An unsorted share of the library, and some 9.4% of all compounds hit somewhere here.

SMILES	HEK293 tox	KB-V1 cytotox	GLP1R ag	SW480 rerep	TDP-43 yeast inh	KB-3-1 tox	HT1080NT lethal	GLP-1R inv ag	HT1080 IDH1KD tx
Cc1nc(SCC(=O)NCCc2ccccc2)n[nH]1	-8%	5%	-13%	-38%[inhibitor]	0%	-8%	14%	-17%	3%
Cc1c(OCc2ccccc2)cccc1OCc1ccccc1	?	?	-1%	-2%	0%	?	?	-9%	4%
CCOCCc1nn2c(=O)cc(COC(=O)c3ccccc3NC(=O)c3ccccc3F)nc2s1	5%	6%	·	·	?	2%	·	-3%	·
Cc1ccc(-n2c(=O)c3cc4c(=O)n(-c5ccc(C)c(C)c5)c(=O)c4c(C(=O)c4ccc(C(=O)O)cc4)c3c2=O)cc1C	6%	9%	-4%	4%	-6%	7%	5%	5%	7%
CCN(CC)c1ccc(NC(=O)/C=C/c2cc(Br)ccc2OC)cc1	?	-37%	-5%	?	24%	6%	0%	?	1%
Cc1sc2ncnc(NC(C)C(=O)O)c2c1C (configuration not stated)	1%	-11%	-5%	-11%	0%	-7%	27%	8%	19%
CC1=C(c2ccc(C)c(C)c2)S(=O)(=O)N=C1N1CCC(C(=O)NC(C)Cc2ccco2)CC1 (configuration not stated)	1%	-9%	·	·	18%	0%	·	3%	·
CCCn1nc(NS(=O)(=O)c2ccc(F)cc2)c2cc3ccccc3nc21	-1%	15%	0%	-3%	-9%	2%	-3%	2%	-3%
Cc1ccc(N(C(=O)c2nsc(Cl)c2Cl)C(C(=O)NC2CCCC2)c2ccc(O)cc2)cc1C (configuration not stated)	-1%	-12%	5%	16%	0%	?	?	?	-29%
Cc1cc2ccccn2c1C(=O)c1ccc([N+](=O)[O-])cc1[N+](=O)[O-]	0%	-5%	2%	-1%	-12%	-6%	-3%	-5%	0%
CCCCc1ccc(S(=O)(=O)Nc2ccc(C)c(NS(C)(=O)=O)c2)cc1	5%	-4%	9%	-13%	6%	0%	-1%	?	0%
COc1ccccc1N1CCN(C(C)C(=O)Nc2ccc(S(=O)(=O)N3CCOCC3)cc2)CC1 (configuration not stated)	0%	?	12%	-4%	-12%	-5%	5%	15%	12%
Cc1cc(NC(=O)CSCC(=O)Nc2cc(C(F)(F)F)ccc2N2CCOCC2)no1	-5%	-12%	3%	-22%	5%	26%	2%	-6%	-1%
O=C(CN1C(=O)NC2(CCc3ccccc3C2)C1=O)Nc1ccc(F)cc1 (configuration not stated)	9%	?	21%	2%	11%	-4%	3%	?	6%
COc1cc(OC)cc(-c2c(-c3cccs3)c3cc(-c4ccc(OC)c(F)c4)ccc3n2C)c1	-4%	-16%	7%	?	-2%	-36%	-1%	-18%	-4%
Cc1c(C)n2c(SCC(=O)N3CCN(c4ccccc4)CC3)nnc2[nH]c1=O	8%	19%	-10%	-1%	21%	7%	5%	14%	3%
CCN(CC)c1ccc(C(=O)NNC(=O)CN2C(=O)NC(C)(c3ccccc3)C2=O)cc1 (configuration not stated)	-13%	0%	5%	-23%	4%	-4%	-13%	-13%	1%
Cc1ccc([C@H]2N[C@]3(CCCN(Cc4ccco4)C3=O)[C@H]3C(=O)N(C)C(=O)[C@@H]23)cc1	4%	16%	-1%	·	16%	20%	15%	4%	-2%
COC(=O)c1ccc2nc(NC(=O)CN3C(=O)CCC3=O)sc2c1	-1%	15%	13%	-5%	17%	11%	8%	13%	6%
O=C(C1CCOCC1)N1CCCC(N2CCN(c3ccc(F)cc3)CC2)C1 (configuration not stated)	-9%	0%	11%	27%	-5%	-13%	-5%	-10%	0%
COc1cccc(N(CC(=O)NC2CCCC2)C(=O)CCC(=O)Nc2cc(C)on2)c1	12%	3%	1%	0%	-2%	16%	10%	3%	7%
O=C(NC1CCCC1)c1cc(-c2cccc(Cl)c2)on1	?	0%	9%	-6%	?	-10%	1%	?	2%
CCCNC(=O)CSc1ccc(S(=O)(=O)N2CCCCC2)cn1	1%	-25%	-12%	-2%	8%	-1%	2%	-8%	0%
O=C(O)CSC1=NC(=Nc2cccc(Cl)c2)C2(CCCCC2)N1c1ccccc1	13%	20%	7%	3%	-9%	9%	11%	12%	12%
CC(C)N(Cc1ccccc1)C(=O)CN1C(=O)COc2ccc(S(=O)(=O)N3CCCCCC3)cc21	-5%&2%	-25%	-2%	-4%	1%&22%	10%	-12%	7.9µM*	-5%
COc1ccc(-c2cc3nc(NCc4ccc(NC(C)=O)cc4)n(C)c(=O)c3s2)cc1OC	2%	-2%	0%	·	?	2%	20%	14%	12%
COc1cccc(-c2nn(C)c3sc(C(=O)NCCc4cccc(C)c4)cc23)c1	-10%	-19%	·	·	?	?	·	?	·
O=C(NCc1cccs1)c1ccc([N+](=O)[O-])cc1Cl	-9%	-26%	22%	13%	0%	13%	2%	23%	19%
COC(=O)c1cc(C)sc1NC(=O)CCc1ccccc1	1%	-4%	-5%	-47%[inhibitor]	11µM*	9%	-11%	?	2%
C/C(=N/NC(=O)CNC(=O)c1ccc2c(c1)OCO2)c1ccc2c(c1)CCCC2	14%[7.66 µM]	-3%	9%	?	7%[9.22 µM]	0%	-5%	-3%[7.66 µM]	?
CCc1ccc2ncc3c(-c4ccccc4)nn(-c4ccccc4)c3c2c1	4%	-15%	0%	·	12%	-2%	·	-18%	·
COc1ccc(N(CC(=O)N2CCN(c3ccc(F)cc3)CC2)S(=O)(=O)c2c(C)n[nH]c2C)cc1	-7%&-16%	1%&0%	15%&-2%	-5%	-14%[1.82 µM]	1%&-7%	-8%	-13%&-12%	1%
COc1ccc(C(=O)NCC(=O)N/N=C/C(C)=C/c2ccccc2)cc1OC	-13%	-9%	-1%	-705%[inhibitor]	-8%	12%	7%	3%	4%
Cc1c(N2C(=O)c3cccc4cccc(c34)C2=O)cnn1C	7%	-1%	1%	-4%	26%	4%	11%	28%	16%
Cc1cc(C)nc(N2CCCC(C(=O)NC(C)C)C2)n1 (configuration not stated)	11%	-18%	-4%	-7%	-7%	-1%	-2%	-4%	-3%
O=C(CCC(=O)OCc1ccc(Cl)cc1)Nc1ccccc1	4%	-3%	-5%	1%	0%	0%	8%	-1%	1%
CCCC(CCC)C(=O)Nc1nnc2n1CCS2	4%	?	0%	·	-1%	21%	·	8%	·
COc1ccc(NC(=O)c2cc(-c3ccccc3F)no2)cc1	-6%	0%	·	·	12%[9.22 µM]	-1%	·	5%	·
O=C(NCCNC(=O)c1ccccc1F)c1ccco1	-7%	8%	2%	7%	-6%	14%	-3%	5%	14%
O=C(CSc1nnc2ccc(-c3ccccn3)nn12)NCCc1ccccc1	-2%	?	-1%	-65%[inhibitor]	-23%	-1%	1%	8%	10%
CCC(=O)N1CCc2cc(S(=O)(=O)CCC(=O)NCCc3ccccc3)ccc21	-2%	0%	8%	-1%	2%	-4%	-12%	4%	1%
O=C(COc1ccccc1-c1ccccc1)N/N=C/c1ccc2ccccc2c1	?	?	21%	1.3µM*	0%	1.3µM*	?	1µM*	1.2µM*
Cc1ccc(NC(=O)CSc2nc3ncc(Br)cc3[nH]2)cc1C	-6%	-11%	3%	?	-11%	-2%	14%	14%	-1%
CCOC(=O)[C@@H]1[C@H]2COc3ccc(Br)cc3[C@H]2N2C(=O)N(c3ccc(Br)cc3)C(=O)[C@]12C	-16%	-19%	-4%	?	18%	0%	0%	?	-6%
CN(c1ccc(F)cc1)S(=O)(=O)N1CCCC(C(=O)NCc2ccccc2Cl)C1 (configuration not stated)	-2%	-12%	·	·	?	16µM*	·	?	·
CC(Oc1ccc2ccc(=O)oc2c1)C(=O)NCCCn1ccnc1 (configuration not stated)	2%	0%	2%	-12%	-4%	10%	8%	-18%	2%
O=C1NC[C@H](CCCCN2C[C@H](Cc3ccccc3)N(CC3CCCCC3)C(=O)C2=O)N(CCc2ccccc2)C1=O	-9%	1%	-4%	·	21%	?	23%	7%	14%
Cc1ccc(NC(=O)CN(CCc2ccccc2)S(=O)(=O)c2ccccc2)c(C)c1	-6%	-32%	·	·	15%	5%	·	?	·
Cn1cc(CN2CCN(Cc3cccnc3)CC2)c(-c2ccc3c(c2)OCCO3)n1	2%	-12%	-1%	-7%	-4%[0.397 µM]	13%	-15%	9%	-29%
COc1c(C(=O)Nc2ccccc2N2CCOCC2)cc2ccccc2c1Br	-2%	-32%	-3%	1%	-7%	?	-7%	-11%	-8%
CN(C)c1cccc(NC(=O)c2cccc3ccccc23)c1	10%	-20%	10%	11%	-20%	-4%	-15%	?	-9%
CCC(C)(C)C1CCc2[nH]nc(C(=O)NCc3ccc(OC)cc3)c2C1 (configuration not stated)	11%	5%	7%	-4%	19%	9%	-2%	?	-3%
S=c1[nH]nc(-c2ccc(Cl)cc2Cl)n1-c1ccccc1	1%	?	4%	3%	12%	-7%	-1%	2%	1%
O=C1NCCCC1C(=O)N1CCN(C(c2ccccc2)c2ccccc2)CC1 (configuration not stated)	11%	2%	3%	5%	-23%	9%	-1%	0%	0%
O=C(O)Cc1n[nH]c(=O)c2ccccc12	-17%	-5%	-6%	?	-20%	-16%	11%	21%	0%
FC(F)(F)c1cc(-c2ccccc2)nc(N2CCOCC2)n1	0%	15%	-1%	-1%[9.22 µM]	-1%	34%	3%	?	7%

Of the compounds above, these contain a furan ring, fused or not.
SMILES	HEK293 tox	KB-V1 cytotox	GLP1R ag	SW480 rerep	TDP-43 yeast inh	KB-3-1 tox	HT1080NT lethal	GLP-1R inv ag	HT1080 IDH1KD tx
CC1=C(c2ccc(C)c(C)c2)S(=O)(=O)N=C1N1CCC(C(=O)NC(C)Cc2ccco2)CC1 (configuration not stated)	1%	-9%	·	·	18%	0%	·	3%	·
Cc1ccc([C@H]2N[C@]3(CCCN(Cc4ccco4)C3=O)[C@H]3C(=O)N(C)C(=O)[C@@H]23)cc1	4%	16%	-1%	·	16%	20%	15%	4%	-2%
O=C(NCCNC(=O)c1ccccc1F)c1ccco1	-7%	8%	2%	7%	-6%	14%	-3%	5%	14%

From PubChem BioAssay
